# Compound activity from PubChem.
# HT1080NT lethal – qHTS for induction of synthetic lethality in tumor cells producing 2HG: qHTS for the HT-1080-NT fibrosarcoma cell line; HT-1080-NT fibrosarcoma viability, CellTiter-Glo ATP luminescence, 48 h; 1.6% of 360,000 active; AID 686970, 2013; Potency, µM (series often up to 46.1 µM), without a hit: at the highest dose activity, negative = less viability, hits mostly cytotoxic;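 also: NT is the 2HG producing partner of a matched IDH1 knockdown line; potency is read from the fitted curve at half-maximal effect; 0% = DMSO-treated cells and -100% = media-only wells without cells; nearly all actives have a fitted effect of over 55% in size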
#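 Toxicity toward the 2HG-producing NT line was scored as %Activity, normalised to DMSO and no-cell wells, from CellTiter-Glo luminescence after 48 hours' treatment.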
# IL1B secr inh – qHTS for Inhibitors of Inflammasome Signaling: IL-1-beta AlphaLISA Primary Screen; activity change, % at 57.5 µM; THP-1 LPS/ATP IL-1B secretion, AlphaLISA, 16 h; active compounds read low; 4.7% of 360,000 active; in the data active = activity change below about -50%; inconclusive = mostly about -30% to -49%; also: % is scaled to controls: 0 for no effect and ±100 for the full control effect
#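 THP-1 cells pretreated 1 hr with compounds (up to 57.5 uM final), then stimulated with LPS (250 ng/mL final) plus ATP (1.25 mM final); secreted IL-1B measured by AlphaLISA after 16 hr, decreased signal indicating inhibition.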
# HepG2 viability – qHTS for Inhibitors of TGF-b: Cytotox Counterscreen; HepG2 CAGA-GFP viability, ATP luminescence, 18 h; Potency, µM (highest dose often 46.1 µM), without a hit: top-dose activity change, negative = cytotoxicity, usual class: cytotoxic; 0.76% of 410,000 active; AID 588856, 2011; also: potency is read from the fitted curve at half-maximal effect; some results filed as inactive show a strong effect at the top dose
#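 CellTiter-Glo luminescence gave cytotoxicity after 18 hours at 37 degrees C. The cells were HepG2 CAGA-GFP in 1% FBS DMEM, stimulated with 500 pg/mL TGF-beta after compound addition. %Activity was normalised to no-cell wells (complete cell-killing) and DMSO (no toxicity), and curves were fitted and classified.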
# KB-3-1 tox – qHTS assay for MDR1-selective chemotherapeutics: Primary screen using the parental adenocarcinoma cell KB-3-1; 1.4% of 400,000 active; Potency, µM (doses to about 46.1 µM), without a hit: top-dose activity change, negative = cytotoxic, usual class: cytotoxic; KB-3-1 viability, CellTiter-Glo ATP luminescence, 72 h; also: potency is read from the fitted curve at half-maximal effect; % is scaled to controls: 0 for no effect and ±100 for the full control effect; nearly all actives have a fitted effect of over 60% in size
#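 KB-3-1 parental drug-naive adenocarcinoma cells in DMEM/10% FBS, incubated 72 h at 37 C with pin-transferred compounds across a concentration series. Viability by CellTiter-Glo luminescence; concentration-response curves fitted after normalization.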
# HT1080 IDH1KD tx – qHTS for induction of synthetic lethality in tumor cells producing 2HG: qHTS for the HT-1080-IDH1KD cell line | HT-1080 IDH1 knockdown viability, ATP luminescence, 48 h | Potency, µM (highest dose often 46.1 µM), for inactives: at the highest dose activity, negative = toxicity, hits mostly cytotoxic | 2% of 360,000 active | AID 686971, 2013;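 also: potency is read from the fitted curve at half-maximal effect; 0% = DMSO wells and -100% = cell-free medium wells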
#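 Viability of IDH1-knockdown HT-1080 fibrosarcoma cells was assessed by CellTiter-Glo after 48 h at 37 °C with titrated compound; concentration-effect curves were classified by fit quality and response size.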
# MCF10A rerep – A quantitative high throughput screen for small molecules that induce DNA re-replication in MCF 10a normal breast cells; MCF 10A DNA re-replication, Hoechst nuclear intensity, 48 h; Potency, µM (doses to about 46.1 µM), without a hit: at the top dose activity, positive = re-replication, usual class: activators; 2.9% of 350,000 active; also: potency is read from the fitted curve at half-maximal effect; % of control where 0% means no effect; nearly all actives have a fitted effect of over 50% in size
# ATXN2 expr inh – Primary qHTS for Inhibitors of ATXN expression; HEK-293 ATXN2-luciferase reporter, luminescence, 24 h; Potency, µM (highest dose often 57 µM), without a hit: top-dose activity change, negative = inhibition, most hits filed as inhibitors; 0.72% of 360,000 active; also: potency is read from the fitted curve at half-maximal effect; % is scaled to controls: 0 for no effect and ±100 for the full control effect; nearly all actives have a fitted effect of over 55% in size
#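 qHTS (up to 57 uM final) was run with 24 h compound exposure of reporter cells at 37 °C. Each well was multiplexed: SteadyGlo luminescence measured ATXN2-luciferase expression after a fluorogenic Gly-Phe-AFC viability readout (25 uM final).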
# SW480 rerep – A quantitative high throughput screen for small molecules that induce DNA re-replication in SW480 colon adenocarcinoma cells. SW480 DNA re-replication, Hoechst DNA content imaging, 48 h. Potency, µM (highest dose often 46.1 µM), without a hit: at the highest dose re-replication activation, most hits filed as activators. 1.8% of 340,000 active; also: potency is read from the fitted curve at half-maximal effect; % of control where 0% means no effect; nearly all actives have a fitted effect of over 55% in size
#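 250 cells/well; 23 nL cpd via pin tool; 48 hr, 37 C, 5% CO2; Hoechst 40 min; imager read of total nuclear intensity, ex 405/em 500-530 nm.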
# S2 tox – Viability Counterscreen for Primary qHTS for Inhibitors of ATXN expression; S2 cells (HEK-293 line with an ATXN2-luciferase reporter) viability, CellTiter-Fluor protease fluorescence, 24 h; Potency, µM (doses to about 56.7 µM), most hits filed as cytotoxic; 0.49% of 400,000 active; also: potency is read from the fitted curve at half-maximal effect; nearly all actives have a fitted effect of over 40% in size
# * hit, by the source's call; i = inactive; ? = inconclusive; / = not tested or not shown; & = joins results of further samples; [ ] = remark or other dose. Unless noted, calls follow the shape of the dose curve; as a rule, active = well fitted curve in the direction sought with a large enough effect; inconclusive = small, poorly fitted or top-dose-only effect, or another doubt; inactive = no such curve, though single readings can be large; an effect the other way counts as inactive or inconclusive.
# Order of results: HepG2 viability | HT1080 IDH1KD tx | SW480 rerep | MCF10A rerep | IL1B secr inh | ATXN2 expr inh | HT1080NT lethal | S2 tox | KB-3-1 tox
> O=C(CCS(=O)(=O)c1cccc2nonc12)Nc1cccc2c1CCCC2
 : 3% | ? | 5% | 12% | 31 | 9% | -27% | ? | 1%
> CC(=O)c1ccc(OCC(=O)Nc2ccc3c(c2)CCC3)cc1
 : -18% | -1% | -6% | 5% | 15 | 7% | 2% | ? | 1%
> COc1ccc(CNC(=O)COc2ccc(OC)cc2)cc1
 : 1% | 7% | -25% | -1% | 2 | -1% | 13% | i | 8%
> Cc1ccc(C(C)C)c(OCCCN(C)Cc2ccccc2)c1
 : -57% | ? | ? | 23µM* | -21 | -35% | -22% | i | -8%
> Cc1c(NC(=O)c2nc3ccccc3n(C)c2=O)cccc1[N+](=O)[O-]
 : 2% | / | / | / | / | 12% | / | i | -1%
> CC(C)(Cc1c[nH]c2ccccc12)NCC(O)COc1ccccc1C#N (configuration not stated)
 : / | / | ? | 2% | / | ? | / | ? | /
> Cc1ccc2nc(SCC(=O)NCc3ccc4c(c3)OCO4)nc(=O)n2c1
 : 2% | 4% | -4% | 1% | -8 | -6% | 6% | i | 16%
> O=C(NCc1ccccc1CN1CCCC1)C1CCN(C(=O)c2ccc(Cl)cc2)CC1
 : 0% | 2% | / | / | -13 | / | -2% | i | 3%
> CC(=O)c1cccc(NC(=O)Cn2cc(C(=O)c3cccc(Cl)c3)c(=O)c3ccc(C)nc32)c1
 : 0% | / | / | / | / | -13% | / | i | 1%
> CCCn1c(SCC(=O)NC(=O)NC(C)(C)C)n[nH]c1=O
 : 1% | 3% | -34%[inhibitor] | 0% | 11 | / | 11% | i | 5%
> CCOc1ccc(/C=C/C(O)=C2/C(=O)N(C)C3(C)CC2c2ccccc2O3)cc1OC (configuration not stated)
 : -9% | 3.7µM* | 13µM* | ? | -101* | ? | ? | i | 23µM*
> N=C(N)SCc1nc2ccccc2c(=O)n1-c1ccccc1
 : 2%&11% | 17%&-5% | 9%&-6% | 16%&3% | ? | 0%&33% | 12%&-10% | i | 7%&-28%
> Cc1ccccc1N1CCN(C2CCCN(C(=O)CCC3(C)CC3)C2)CC1 (configuration not stated)
 : -30% | -1% | 1% | 13% | -6 | -16% | 1% | i | -5%
> CNC(=O)C(C)N1c2cccc3cccc(c23)S1(=O)=O (configuration not stated)
 : -12% | 1% | -5% | 4% | -8 | / | 0% | i | 12%
> O=C(NC1CCCCC1)c1cc2c(cc1Cl)N1CCCCCC1=NS2(=O)=O
 : -2% | -6% | ? | -23% | 6 | 8% | -4% | i | 4%
> C=CCn1c(-c2cccc([N+](=O)[O-])c2)n[nH]c1=S
 : 15% | 3% | 15% | ? | 0 | 8% | 11% | i | 4%
> O=[N+]([O-])c1cccc(-c2ccc(/C=N/NC(=S)Nc3cccc(F)c3)o2)c1
 : 0% | -29% | 1% | -5% | 0 | -19% | ? | i | -2%
> NCCCC[C@@H]1NC(=O)c2cc([N+](=O)[O-])cc(I)c2SC[C@@H](C(N)=O)NC(=O)[C@H](CCC(N)=O)NC1=O
 : -23% | 0% | -9% | -3% | 19 | 1% | 15% | i | 4%
> CCOC(=O)c1cc(C(=O)NC(C)c2ccccc2)c(C)[nH]c1=O (configuration not stated)
 : -6% | -2% | -8% | 3% | 18 | / | -13% | i | -1%
> CCCC(=O)N1CCC1(C)C(=O)Nc1ccc2nccnc2c1 (configuration not stated)
 : -17% | 10% | / | / | 9 | 2% | 11% | i | 0%
> COc1ccc2c(c1)c(C(=O)CN1CCN(c3ccccc3)CC1)c(C)n2C
 : 11% | 0% | 11% | 1% | 21 | 7% | -22% | ? | -1%
> CCc1ccc2occ(CC(=O)Nc3ccc(C)c(C)c3)c2c1
 : -44% | / | / | / | / | 1% | / | i | ?
> Cc1nn(-c2ccc(F)cc2)c(N)c1C1(O)C(=O)Nc2ccccc21 (configuration not stated)
 : -3% | 2% | -26%[1.84 µM] | 3% | 19 | -7% | 5% | i | 6%
> COCCCN1C(=O)C(=O)/C(=C(/O)c2ccc(S(=O)(=O)N3CCOCC3)cc2)C1c1ccc(OC)cc1 (configuration not stated)
 : 1% | 11% | ? | 0% | 14 | 3% | 9% | i | 4%
> Cc1nn(-c2ccccc2)c(N)c1C(O)(CC(=O)C(F)(F)F)C(F)(F)F (configuration not stated)
 : 7% | -1% | -2% | -83%[inhibitor] | 15 | -6% | 12% | i | -1%
> CCOC(=O)c1csc(NC(=O)c2ccc(OC)c(OC)c2)n1
 : -11% | -22% | 1% | -3% | 13 | 1% | ? | i | 6%
> O=C(N/N=C/c1ccccn1)c1ccc(Br)cc1
 : -8% | ? | ? | ? | -105* | ? | -21% | ? | -15%
> O=C(c1ccc2nc[nH]c2c1)N1CCN(c2cccc(Cl)c2)CC1
 : -4% | -18% | 2% | 1% | -11 | -14% | 4% | i | 13%
> CN(Cc1ccc(Cl)cc1Cl)C(=O)c1cc(=O)c2ccccc2o1
 : -15% | -16% | -6% | 1% | -13 | -16% | -8% | i | -9%
> OCCC1CN(Cc2cccc(F)c2F)CCN1CCc1ccccc1 (configuration not stated)
 : -16% | 6% | -19% | -2% | 0 | 2% | 4% | ? | -1%
> CC(=O)Nc1ccc(NC(=O)CSc2nc3[nH]ncc3c(=O)n2-c2ccccc2)cc1
 : -20% | -5% | 1% | 9% | 0 | / | -6% | i | -1%
> CCC(CC)CN1CCC(CN2C(=O)C(=O)NC[C@@H]2CC(C)C)CC1
 : -5% | 22% | / | / | 12 | 2% | 12% | i | 0%
> C#C[C@]1(O)CC[C@H]2[C@@H]3CCC4=CC(=O)CC[C@@H]4[C@H]3CC[C@@]21C
 : -10% | -12% | -45%[inhibitor] | -24% | 12 | 3%&9% | 0% | i | ?
> Cc1cc(-c2nnc(CCC(=O)NC(c3ccccc3)c3ccccc3)o2)no1
 : -44% | 5% | 1% | -1% | -9 | 15% | 13% | i | 0%
> CCC(C(=O)NC(C)c1ccccc1)C(=O)NC(C)c1ccccc1 (configuration not stated)
 : 9% | 3% | -1% | -13% | 0 | 26% | 3% | i | 4%
> CCNC(=S)N/N=C1\C(=O)c2cccc3cccc1c23
 : -7% | 2% | -3% | 21µM* | 14 | 6% | 4% | i | -8%
> CC(NCCC1(Cc2ccccc2Cl)CCOC(C)(C)C1)c1cccs1 (configuration not stated)
 : -37% | ? | -5% | -5% | -54* | -22% | -18% | i | -2%
> Cc1ccc(C(=O)N2CCN(c3ccc(N4CCOCC4)nn3)CC2)cc1
 : 6% | 15% | -43%[inhibitor] | 10% | 9 | -10% | 2% | i | 2%
> O=C(COC(=O)CCSc1ccc(Cl)cc1)Nc1ccc(F)cc1
 : -1% | 13% | / | -3% | 0 | -4% | 8% | i | 4%
> CCCOc1ccc(C2=CSC3=NCCN23)cc1[N+](=O)[O-]
 : -21% | 2% | 14% | ? | -5 | 6% | 7% | i | 3%
> CCOc1ccccc1NC(=O)CSC1=Nc2ccccc2C2=NC(CC(=O)NCc3ccc4c(c3)OCO4)C(=O)N12 (configuration not stated)
 : -9% | / | / | / | / | -19% | / | ? | -11%
> COC(=O)C(C(=O)OC)C1C=CCN(C(C)=O)C1 (configuration not stated)
 : -2% | 5% | -4% | -21% | 42 | 5% | 4% | i | 1%
> CCn1c(O)c(/C=C2\C=NN=C2c2ccc(C)cc2)sc1=S
 : -6% | 4% | -3% | ? | -12 | 3% | 13% | i | 26%
> O=C(NNC1=NCCC1)c1cccc(S(=O)(=O)N2CCOCC2)c1
 : -6% | 4% | -8% | 8% | 6 | / | 16% | i | 0%
> COCCCNC(=O)/C(C#N)=C/c1c(N2CCN(c3ccc(OC)cc3)CC2)nc2c(C)cccn2c1=O
 : -32% | -8% | -1% | 21% | -23 | -25% | -1% | ? | -7%
> COc1cc(OC)cc(C(=O)OC(C)C(=O)NC2CCCc3ccccc32)c1 (configuration not stated)
 : -24% | -10% | -28% | ? | 0 | -24% | -3%[9.24 µM] | ? | -8%
> COc1cc(/C=N/NC(=O)c2ccncc2)ccc1O
 : -35%&-4% | 4%&12% | -60%&9%[inhibitor] | 8%&-5% | 10&3 | 1%&5% | ? | i | 0%&0%
> COc1ccc(C)cc1NC(=O)N1CCC(CN2CCC(C)CC2)CC1
 : 0% | / | / | / | / | -13% | / | i | -6%
> CCN(CC)S(=O)(=O)c1ccc(C(=O)NCCSc2c(-c3ccc(OC)cc3)[nH]c3ccccc23)cc1
 : -18% | / | / | / | / | -1% | / | i | 0%
> COc1ccc(-c2[nH]ncc2/C=N/NC(=O)c2ccc(Br)cc2)c(OC)c1
 : -25% | -12% | -2% | -1% | -9 | 4% | -4% | i | -1%
> CCCCN(CC)S(=O)(=O)N1CCC(C(=O)NCCCN2CCOCC2)CC1
 : 6% | 6% | -10% | 27% | 16 | 7% | 6% | i | 4%
> Cc1c(C)c2ccc(OCC(=O)Nc3cccnc3)c(C)c2oc1=O
 : -7% | 13% | 3% | -1% | 9 | / | 3% | i | 0%
> Cc1ccc(OC(=O)c2ccncc2)c(C)c1
 : 3% | 14% | -5% | 1% | 2 | / | 14% | / | ?
> CCOC(=O)c1ccc(NC(=O)c2cn(-c3ccccc3)nc2-c2ccc(Br)cc2)cc1
 : 41% | / | / | / | / | 8% | / | i | 6%
> CCn1c(Cc2ccc(OC)cc2)nnc1SCC(=O)NC1CC1
 : -5% | ? | 1% | -2% | 11 | 0% | 19% | ? | 3%
> CCOc1ccc(N2CC(C(=O)NCCN3C(=O)S/C(=C\c4ccc(OC)c(OC)c4)C3=O)CC2=O)cc1 (configuration not stated)
 : 8% | 9% | -1% | 7% | -16 | 5% | 19% | i | 6%
